Screening results deposited in PubChem by National Center for Advancing Translational Sciences (NCATS).
Lipid storage S3: qHTS Assay for Lipid Storage Modulators in Drosophila S3 Cells. Drosophila S3 cells, BODIPY lipid droplet fluorescence, 18-24 h; cells fed with added oleic acid. Potency in µM for hits, for the others lipid storage change, negative = inhibition, % at the top dose, mostly 46.1 µM. 320,000 tested, 0.64% active. AID 2685, 2010; active = well fitted inhibition curve with a large enough effect in the signal ratio, with a control signal flat, not every such curve was filed as active; inconclusive = small, poorly fitted or top-dose-only effect, or effect the other way, or a change in a side signal; the % refers to the signal ratio
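Drosophila S3 cells loaded with oleic acid (400 uM, as added) and compounds at several concentrations; lipid droplets imaged by 488-nm laser-scanning cytometry, 500–530 nm intensity and object ratio to cell channel. Percent activity normalized to 20 uM Triacsin C.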
Lipid storage S3 cell count max: recorded beside Lipid storage S3, whose call it bears; cell number change, %; measured here: cell count max response;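 cells counted by Cell Tracker Red CMTPX staining in the red channel; peak over a dose series mostly up to 46.1 µM; percent activity relative to internal control wells on each plate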
* hit, by the source's call; i = inactive; u = inconclusive; x = not tested or not shown. % is scaled to controls: 0 for no effect and ±100 for the full control effect; potency is read from the fitted curve at half-maximal effect. The list is partial (hit frequency here may not be typical).

Structure	Lipid storage S3	Lipid storage S3 cell count max
COc1cc(C(=O)N2CCNCC2)cc(OC)c1OC	u	x
O=C(Nc1ccc(NC(=O)c2ccccn2)cc1)C(=O)Nc1ccc2c(c1)OCCO2	u	x
c1ccc(Cc2nnc3sc(Nc4ccccc4)nn23)cc1	u	x
c1ccc(C2OC3c4cccc5cccc(c45)C3N2c2ccccc2)cc1 (centres undefined)	5%	-6
O=C(CNc1cccc(C(F)(F)F)c1)Nc1cccc(S(=O)(=O)N2CCCC2)c1	u	x
CCC(C)NC(=O)CCNS(=O)(=O)c1ccc(Br)cc1 (centres undefined)	i	x
Cn1nnc(NC(=S)NC(=O)c2ccco2)n1	-12%	-9
CN1CCC(N(C)S(=O)(=O)c2ccc(NC(=O)COc3cccc(Cl)c3)cc2)CC1	u	x
COc1cccc(NC(=O)COC(=O)c2ccc(C)c(S(=O)(=O)N3CCCCC3)c2)c1	12%	-7
CCCCn1c(N)c(N(CCOC)C(=O)CSc2n[nH]c(-c3ccc(C)cc3)n2)c(=O)[nH]c1=O	u	x
Cc1cccc(C)c1NS(=O)(=O)c1ccc(NC(=O)c2ccc(Cl)c([N+](=O)[O-])c2)cc1	3%	-18
NC(=O)C1CCCN(Cc2ccc(Cl)cc2)C1 (centres undefined)	29µM*	-11*
Cc1ccccc1N1CCN(C2CCCN(C(=O)c3cc(C(C)C)[nH]n3)C2)CC1 (centres undefined)	u	x
CN(C)S(=O)(=O)c1ccc(C(=O)Nc2ccccc2[N+](=O)[O-])cc1	u	x
CC(=O)c1ccc(NC(=O)C2CCC(C)NC2=O)cc1 (centres undefined)	2%	8
CCS(=O)(=O)NCCc1cc2cc(C)c(C)cc2[nH]c1=O	-10%	-2
CC1=C([N+](=O)[O-])C(c2ccccc2Cl)NC(=O)N1C (centres undefined)	u	x
O=c1[nH]c(C2CCN(S(=O)(=O)c3ccc(C(F)(F)F)cc3)CC2)nc2c1nnn2Cc1cccc(F)c1	u	x
COc1ccc(-c2csc(NC(=S)NC(=O)/C=C/c3ccco3)n2)cc1OC	u	x
COc1ccc(/C=C/C(=O)OC(C)CN2CCOCC2)cc1 (centres undefined)	u	x
O=C(Cn1cnc2ccccc2c1=O)NCC(=O)N1CCN(c2ccccn2)CC1	i	10
OCC[C@H]1C[C@@H](O)[C@H](O)[C@]2(Cc3ccccc3CO2)O1	u	x
CCOC(=O)c1c(C)[nH]c(C)c1C(=O)COC(=O)c1ccc(S(=O)(=O)C(F)F)cc1	u	x
CC(C)[C@H](Nc1ccc(S(=O)(=O)N2CCOCC2)cc1[N+](=O)[O-])C(=O)OCC(N)=O	u	x
CCCC(O)(c1ccc(OC)cc1)C(CN1CCOCC1)c1ccc(Cl)cc1 (centres undefined)	u	x
COCCCn1c(=O)c2sccc2n2c(CCCC(=O)NCc3ccccc3OC)nnc12	u	x
CC(C)C[C@@H]1NC(=O)[C@H](CO)NC(=O)c2cc([N+](=O)[O-])cc(I)c2OCC[C@@H](C(N)=O)NC1=O	-3%	-8
CN(C)S(=O)(=O)c1ccc(NC(=O)CSc2ncnc3ccccc23)cc1	-1%	8
NC(=O)c1cc2cc(Cl)ccc2o/c1=N/NC(=O)c1cccs1	u	x
CCCCCn1c(=O)c2ccccc2n2c(CCl)nnc12	5%	10
C[C@]12C=CC(=O)C=C1CC[C@@H]1C2C(O)C[C@@]2(C)C1CC[C@]2(O)C(=O)COC(=O)CCC(=O)NC(CC(=O)O)C(=O)O (some centres undefined)	u	x
CCOc1ccc(NC(=O)c2ccc(N3CC4CC(C3)c3cccc(=O)n3C4)c(NC(=O)CCN3CCOCC3)c2)cc1 (centres undefined)	i	22
COc1ccc(C(Nc2ccccn2)c2c(NC(=O)c3ccco3)sc(C)c2C)cc1 (centres undefined)	u	x
CC(C)CCNC(=O)CCn1c(=S)oc2ccccc21	u	x
COc1ccccc1CCC(=O)OCC(=O)NC1CCCC1	u	x
Cc1onc(-c2ccccc2)c1C(O)c1ccc(F)cc1 (centres undefined)	-24%	-1
O=C(O)c1ccc2c(c1)C(=O)N([C@H](Cc1ccc(O)cc1)C(=O)O)C2=O	9%	-15
C/C(Cn1nnc([N+](=O)[O-])n1)=N\NC(=O)c1ccc(O)cc1	u	x
Cc1cc2c(NC(=O)CC(C)(C)CC(=O)O)cccc2nn1	-16%	10
COc1ccc(C2/C(=C(/O)c3ccccc3)C(=O)C(=O)N2C)cc1OC (centres undefined)	u	x

Compounds listed so far that have two or more sulfur atoms:
Structure	Lipid storage S3	Lipid storage S3 cell count max
COc1ccc(-c2csc(NC(=S)NC(=O)/C=C/c3ccco3)n2)cc1OC	u	x
CN(C)S(=O)(=O)c1ccc(NC(=O)CSc2ncnc3ccccc23)cc1	-1%	8

(listing goes on)
Structure	Lipid storage S3	Lipid storage S3 cell count max
O=C(Nc1ccc(F)c(F)c1)c1ccccc1	u	x
O=C(O)Cc1ccc(NS(=O)(=O)c2ccccc2Br)cc1	i	29
Nc1nc(N)nc(-c2ccc(Oc3ccccc3)cc2)n1	u	x
CCOc1ccc(-n2c(O)c(/C=N/Nc3nnc(C)c(=O)[nH]3)c3ccccc3c2=O)cc1	u	x
O=C(O)CSc1nnc(COc2ccccc2)n1-c1ccccc1	13%	0
CC(OC(=O)c1ccncc1)C(=O)Nc1cccc([N+](=O)[O-])c1 (centres undefined)	21%	23
Cc1nn(Cc2ccc(Cl)cc2Cl)c(C)c1NC(=O)c1sc2ccccc2c1Cl	u	x
CSc1ccc(/C=N/n2c(C)nc3ccccc3c2=O)cc1	u	x
Cc1ccc(S(=O)(=O)N2CCCN(C(=O)c3cc4ccccc4[nH]3)CC2)cc1	i	13
CCOC(=O)c1c(C)oc2c1c1c(c3ccccc32)OCN(Cc2cccnc2)C1	u	x
NC(=O)c1ccc(-n2nnnc2SCC(=O)Nc2ccccc2)cc1	u	x
COc1ccc(-c2csc(NC(=O)CCCc3nc4ccccc4c(=O)[nH]3)n2)cc1OC	6%	2
Cc1ccc(C(C(=O)NCC2CCCO2)N(C(=O)c2snc(C(N)=O)c2N)c2ccc3c(c2)OCCO3)cc1 (centres undefined)	u	x
Cc1ncoc1C(=O)N1CCc2c([nH]c3ccccc23)C1c1ccccc1F (centres undefined)	-3%	x
CC(=O)NCc1ccc(S(=O)(=O)N2CCN(c3ccccn3)CC2)cc1	i	6
COCC(=O)N(Cc1cc2ccc(C)c(C)c2n2nnnc12)C1CCCC1	1%	0
COCCC(=O)N1CCC(Oc2ccc(C(=O)NCc3ncc(C)[nH]3)cc2)CC1	u	x
COc1ccc(CCNC(=S)N2CCN(S(=O)(=O)c3ccc(F)cc3)CC2)cc1	i	-13
O=C1Nc2ccccc2C1=Nc1ccc(-c2nnc3n2CCCCC3)cc1	u	x
Cc1ccc(/C=C/C(=O)OCC(=O)NCc2ccccc2)o1	u	x
CC(C)[C@]1(c2ccccc2)ON(c2ccccc2C(F)(F)F)C1=O	u	x
CCOCCCNC(=O)/C(C#N)=C/c1cc(Br)c(O)c(Br)c1	6%	-23
CCCOc1ccc(N2C(=O)CC(SCC(N)C(=O)OCC)C2=O)cc1 (centres undefined)	u	x
Cc1nc(NCCO)c(C#N)c2c1COC(C)(C)C2	i	x
COc1ccc(CCC(=O)NNC(=O)c2cc(Cl)ccc2OC)cc1	u	x
O=C(O)c1ccc(NC(=S)Nc2ccccc2)cc1	u	x
C=CCNC(=O)/C(C#N)=C/c1ccc(SC)cc1	u	x
Cc1cccc(OCC(=O)Nc2ccc(C(=O)Nc3ccccc3C(=O)O)cc2)c1C	u	x
CC[N+]1(C)CC2CCC(C)(C1)C2(C)C (centres undefined)	1%	12
CCCCN1CNC(=S)N(CCc2ccc(OCC)c(OCC)c2)C1	-2%	4
COCCNC(=O)CN1CCOc2ccccc21	u	x
CSc1ccccc1C(=O)C1CCCN(S(=O)(=O)N(C)C)C1 (centres undefined)	0%	12
Cc1ccc(C)c(CS(=O)(=O)c2cn(CC(=O)N3CCC(C)CC3)c3ccccc23)c1	-5%	-18
O=C(N/N=C/c1ccc(Br)o1)c1cc([N+](=O)[O-])cc([N+](=O)[O-])c1	u	x
O=C(O)c1ccccc1-c1nc2ccccc2c(=O)n1O	-34%	-21
CCCCSC1(SCCCC)N=C(N)C2(C#N)C(c3ccccc3)NC(C)=CC12C#N (centres undefined)	4%	-1
O=C1CC(c2ccccc2)CC(O)=C1C=NCCN1CCNCC1 (centres undefined)	u	x
COc1ccc(C)cc1S(=O)(=O)N1CCOCC1	7%	6
CCn1cc(C(=O)OC(C)C(=O)Nc2c(C)n(C)n(-c3ccccc3)c2=O)c(=O)c2ccc(C)nc21 (centres undefined)	u	x
CNS(=O)(=O)c1ccc(NC(=O)C(CCSC)NC(N)=O)cc1 (centres undefined)	i	-1
Nc1c(C(=O)Nc2ccc(S(=O)(=O)N3CCCC3)cc2)sc2nc3cc4c(cc3cc12)CCC4	-11%	6
COC(=O)c1cn(C(=O)c2cccs2)c2ccccc12	17%	10
O=C(CSc1ccccc1)NCC(c1ccco1)N1CCCCC1 (centres undefined)	u	x
O=C(Nc1ccccc1)NC1CCN(CCCN2C(=O)c3ccccc3C2=O)CC1	u	x
CCCCN(CCCC)CCCNC(=O)C1CC(c2ccc(C(F)(F)F)cc2)=NO1 (centres undefined)	-2%	3
O=P(Cc1ccccc1)(c1ccccc1)c1ccccc1	u	x
CC1(C)CC(=O)c2cc(N=C/C(C(=O)c3ccccc3)=C(\O)c3ccccc3)c(=O)oc2C1	u	x
CCSc1ccccc1C(=O)Nc1nc2ccccc2c(=O)[nH]1	2%	-7
O=[N+]([O-])c1ccc(/C=N/Nc2nc(N3CCCCC3)nc(N3CCCCC3)n2)cc1	11%	-1
CCOc1ccc(N2C(=O)/C(=C/c3ccccn3)SC2=S)cc1	-21%	-5
CCOc1cccc(/C=N/NC(=S)NCCN2CCOCC2)c1O	5%	11
CCOc1ccc(-n2nc(C(=O)NC3CCCCC3)c3ccccc3c2=O)cc1	i	-6
CCCNC(=O)c1ccccc1NC(=O)Cc1ccc(OC)c(S(=O)(=O)N2CCOCC2)c1	u	x
CC(=O)c1ccc(NC(=O)C2CCN(S(=O)(=O)c3cccs3)CC2)cc1	-13%	0
CCOC(=O)c1c(C)nc2c(c1C)c(=O)oc1ccccc12	2%	12
CCN(C1CCS(=O)(=O)C1)S(=O)(=O)c1cc(C)ccc1C (centres undefined)	u	x
O=S(=O)(c1ccc2ccccc2c1)N1CCN(Cc2ccccn2)CC1	-22%	-4
Cc1nn2c3c(cnc2c1-c1ccccc1)C(=O)CCC3	u	x
COc1cccc(NC(=O)CCc2nnc3ccc(N4CCN(c5cccc(OC)c5)CC4)nn23)c1	9.2µM*	-25*
O=C1C2CCCCN2C(=O)N1CCCCN1CCN(c2cccc(Cl)c2)CC1 (centres undefined)	u	x

Reprinted at random: 5 entries already listed, in no set order.
Structure	Lipid storage S3	Lipid storage S3 cell count max
Cc1nn2c3c(cnc2c1-c1ccccc1)C(=O)CCC3	u	x
O=C1C2CCCCN2C(=O)N1CCCCN1CCN(c2cccc(Cl)c2)CC1 (centres undefined)	u	x
CCOc1ccc(N2C(=O)/C(=C/c3ccccn3)SC2=S)cc1	-21%	-5
COC(=O)c1cn(C(=O)c2cccs2)c2ccccc12	17%	10
CCCCN(CCCC)CCCNC(=O)C1CC(c2ccc(C(F)(F)F)cc2)=NO1 (centres undefined)	-2%	3

Going on with the list:
Structure	Lipid storage S3	Lipid storage S3 cell count max
Cc1cc(C)c(NC(=O)CSc2nnc(CNC(=O)c3c(F)cccc3Cl)o2)c(C)c1	u	x
CCOc1ccc2c(c1)C(N(CCN1CCOCC1)C(=O)Nc1ccc(OC)cc1OC)CC(C)(C)O2 (centres undefined)	0%	-12
NS(=O)(=O)c1cc(C(=O)OC2CCOC2=O)ccc1Cl (centres undefined)	-24%	13
COC(=O)c1ccc(/C=C/c2ccc3cccc(OC(C)=O)c3n2)cc1	u	x
CCOC(=O)Cc1c(Sc2ccccc2)c2ccccc2n1C	u	x
CC(CCc1ccccc1)NC(=O)COC(=O)C1=COCCO1 (centres undefined)	u	x
Cc1ccc(NC(=O)COn2nnc3ccc(S(=O)(=O)N(C)C)cc32)cc1F	u	x
CCOC(=O)c1c(NC(=O)CSc2nnc(-c3c[nH]c4ccccc34)n2CC)sc2c1CCCC2	u	x
COc1cc(NC(=O)c2cc(=O)[nH]c3ccc(S(=O)(=O)N4CCOCC4)cc23)cc(OC)c1	u	x
CC1CCN(S(=O)(=O)c2ccc3c(c2)N(CC(=O)NCCCN2CCCC(C)C2)C(=O)CO3)CC1 (centres undefined)	-14%	-17
O=C(CCc1nnc2ccc(NCc3ccccc3Cl)nn12)NC1CCCCC1	i	6
CN(C)S(=O)(=O)c1ccc(C(=O)NCC2(N3CCOCC3)CCCCC2)cc1	u	x
